Assay outcomes from PubChem BioAssay.
M. tuberculosis GlmU: inhibition of mycobacterial GlmU enzyme – biochemical, glucosamine-1-phosphate acetyltransferase (AID 1376); M. tuberculosis GlmU acetyltransferase enzyme assay; higher % means a stronger effect; 220,000 tested, 0.25% active; inhibition, %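 (tested at 30 µM in the primary screen)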, or IC50 in µM where a hit was titrated; in the data active means inhibition above about 13%;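 further: 0% = complete reaction with vehicle and 100% = reaction without substrate; strong numbers were not always called active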
RmlCD inh 1536: blocks M. tuberculosis RmlC and RmlD coupled enzymes; P9WH09+P9WH11; RmlC+RmlD coupled enzyme assay, percent inhibition; primary screen in compound mixtures; inhibition, % at 3.6 µM; 160,000 tested, 0.03% active; AID 1533; in the data active means inhibition mostly above about 34%, no sharp cut-off; further: some results filed as inactive read as strong as hits
Target sequence (P9WH09 whole entry, looked up): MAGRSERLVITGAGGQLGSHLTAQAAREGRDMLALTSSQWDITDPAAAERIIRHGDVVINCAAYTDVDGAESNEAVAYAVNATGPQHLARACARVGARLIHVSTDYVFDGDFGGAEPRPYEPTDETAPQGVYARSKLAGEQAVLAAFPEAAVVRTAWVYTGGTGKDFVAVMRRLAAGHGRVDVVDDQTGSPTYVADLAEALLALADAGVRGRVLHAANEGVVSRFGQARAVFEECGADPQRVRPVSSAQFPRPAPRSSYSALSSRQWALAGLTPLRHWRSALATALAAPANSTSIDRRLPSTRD
Target sequence (P9WH11 whole entry, looked up): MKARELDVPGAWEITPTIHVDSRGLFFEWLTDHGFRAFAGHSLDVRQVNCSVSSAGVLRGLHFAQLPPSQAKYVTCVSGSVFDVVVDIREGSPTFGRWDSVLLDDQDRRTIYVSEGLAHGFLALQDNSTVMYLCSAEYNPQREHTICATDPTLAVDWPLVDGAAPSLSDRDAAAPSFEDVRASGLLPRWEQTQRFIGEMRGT
* hit, by the source's call; nt = no result given. This is a subset; rates above refer to the full screens.

SMILES | M. tuberculosis GlmU | RmlCD inh 1536
CSc1nc2nc3c(cc2c(=O)n1-c1ccccc1C)CCCC3 | -0.6% | 6.7
Cc1nn(C)c(C)c1S(=O)(=O)Nc1ccc2c(c1)OCO2 | 3.4% | -2.0
COc1cc(CNCc2ccccn2)ccc1OCc1c(Cl)cccc1Cl | -9.7% | 4.0
COC(=O)COn1c(SCC(=O)OC)nc2ccccc2c1=O | -0.7% | 2.7
CC(C)CC(CO)N1CCN(C(=O)c2ccc(C(C)(C)C)cc2)CCC1=O (stereo not drawn) | -4.0% | nt
O=C(CCC(=O)OCCCC(F)(F)C(F)(F)F)Nc1ccc(Cl)cc1Cl | -3.5% | 8.5
C=CCn1c(O)c(C(C)=NCCN2CCN(C(=S)NC)CC2)c(=O)[nH]c1=O | -1.1% | 7.5
Cc1ccc(CNC(=O)CN2C(=O)COc3ccc(C)cc32)cc1 | 1.4% | nt
COc1ccccc1CNCC(O)(c1ccc(Cl)cc1)c1ccc(Cl)cc1 | 5.1% | -9.0
Cc1ccc(C(=O)OCC(=O)c2c(N)n(C)c(=O)n(C)c2=O)cc1S(=O)(=O)N1CCCCC1 | -4.0% | 38.0
O=C(CSc1nc(NS(=O)(=O)c2ccccc2)cc(=O)[nH]1)Nc1ccc(F)cc1 | -0.7% | nt
O=C(COC(=O)C1(c2ccc(Cl)cc2)CCCC1)N1CCc2ccccc21 | -2.1% | -7.5
Cc1ccc(S(=O)(=O)NC2CCCC(C(=O)O)C2)cc1 (stereo not drawn) | 0.0% | nt
CNC(=O)c1cc2c(ccc3ccccc32)oc1=N | -0.8% | 9.4
O=C(Cn1cnc2cc([N+](=O)[O-])ccc2c1=O)NCc1ccc(Cl)cc1 | 1.1% | -10.2
Cc1ccc(S(=O)(=O)N(C)C)cc1NC(=O)c1cncc(Br)c1 | -1.9% | nt
COc1ccc(/C(O)=C2/C(=O)C(=O)N(Cc3cccnc3)C2c2ccncc2)cc1F (stereo not drawn) | -4.5% | 3.3
COC(=O)N(c1ccc(OC)cc1)P1(=S)OCCC(C)O1 (stereo not drawn) | -2.5% | 7.0
COc1cccc(Nc2nc3ccccc3n2C(C)C)c1 | 3.8% | -6.1
CCc1cc2ccc(C)cc2nc1SCC(=O)Nc1c[nH]c(=O)[nH]c1=O | 4.4% | 106.9

Six records picked at random from those above, as already listed:
SMILES | M. tuberculosis GlmU | RmlCD inh 1536
CCc1cc2ccc(C)cc2nc1SCC(=O)Nc1c[nH]c(=O)[nH]c1=O | 4.4% | 106.9
Cc1ccc(CNC(=O)CN2C(=O)COc3ccc(C)cc32)cc1 | 1.4% | nt
COC(=O)COn1c(SCC(=O)OC)nc2ccccc2c1=O | -0.7% | 2.7
O=C(CCC(=O)OCCCC(F)(F)C(F)(F)F)Nc1ccc(Cl)cc1Cl | -3.5% | 8.5
CSc1nc2nc3c(cc2c(=O)n1-c1ccccc1C)CCCC3 | -0.6% | 6.7
Cc1nn(C)c(C)c1S(=O)(=O)Nc1ccc2c(c1)OCO2 | 3.4% | -2.0

(cont.)
SMILES | M. tuberculosis GlmU | RmlCD inh 1536
O/N=C1\CCCc2ccc(Cl)cc21 | 2.4% | -11.9
COc1cccc(OC)c1OCCNCC1CSc2ccccc2O1 (stereo not drawn) | 1.4% | nt
CCCN(CC(=O)Nc1cccc(S(N)(=O)=O)c1)CC(=O)Nc1ccc(F)c(F)c1F | -8.0% | 6.7
CCCCN(CCCC)c1nc(OC)nc(-n2nnc(C(C)=O)c2C)n1 | -7.4% | -4.0
Cc1ccccc1-c1nc(CS(=O)(=O)CC(=O)Nc2cc(F)ccc2F)c(C)o1 | 6.2% | 26.2
Cc1ccc(NCCC(=O)c2cccs2)cc1Cl | 1.1% | nt
COc1ccc(C(=O)Nc2ccc(Cl)c(S(=O)(=O)Nc3ccccc3OC)c2)cc1 | -2.5% | -9.9
COc1cc(/C=C/C(=O)c2cccc([N+](=O)[O-])c2)cc(OC)c1OC | 8.4% | -9.1
O=C(COC(=O)COc1ccccc1F)Nc1ccc(Cl)cn1 | 0.9% | 17.1
CCOc1ccc(-c2cn3ccccc3n2)cc1[N+](=O)[O-] | 1.5% | -26.0
COC(=O)N1CCCc2cc(C)ccc21 | -0.9% | -0.5
COc1cccc(C2CC(c3ccccc3)Nc3ncnn32)c1 (stereo not drawn) | 4.9% | -5.0
O=[N+]([O-])c1ccc2nc(-c3ccccc3)oc2c1 | -1.2% | -16.6
O=S(=O)(NCC(c1ccco1)N1CCN(c2ccccc2)CC1)c1ccc(F)cc1 (stereo not drawn) | -2.2% | 1.0
Cc1cc(C)n2ncc(C(=O)O)c2n1 | 4.1% | 9.2
CC(C)(C)c1nnc2sc(SCC(=O)c3ccc(Cl)cc3)nn2c1=O | 1.1% | nt
Cc1cc(NC(=O)CSc2nnc(-c3ccccc3)c(-c3ccccc3)n2)no1 | -1.4% | -3.9
O=c1[nH]cnc2sc3c(c12)CCCC3 | 3.8% | nt
O=C(C1=C(O)C(=O)N(Cc2ccco2)C1c1cccnc1)c1cc2ccccc2o1 (stereo not drawn) | 5.5% | -0.1
CN(NC1OC(=O)c2ccccc21)c1ncc(Cl)cc1C(F)(F)F (stereo not drawn) | -0.8% | -0.6

As entered above.
For M. tuberculosis GlmU, CCCCN(CCCC)c1nc(OC)nc(-n2nnc(C(C)=O)c2C)n1 shows -7.4%
For RmlCD inh 1536, COC(=O)N1CCCc2cc(C)ccc21 shows -0.5

(cont.)
SMILES | M. tuberculosis GlmU | RmlCD inh 1536
O=C(c1ccccc1)c1ccc2nc(-c3ccco3)c(-c3ccco3)nc2c1 | 9.4% | 5.5
Cc1ccc(CN2CCN(Cc3cnn(-c4ccc(Cl)cc4)c3)CC2CCO)o1 (stereo not drawn) | -4.2% | 1.5
O=C(NCc1n[nH]c(=S)n1-c1ccc(Br)cc1)c1ccc(S(=O)(=O)N2CCCC2)cc1 | 1.7% | -14.5
CC1=C(C(=O)Nc2ccccc2Cl)C(c2ccc(N(C)C)cc2)NC(=O)N1 (stereo not drawn) | -1.1% | nt
Cc1nn(C)c(Cl)c1NC(=O)OCc1ccccc1 | -0.9% | nt
O=C(O)c1ccc(/C=N/n2cc(-c3ccccc3)[nH]c2=S)cc1 | 2.6% | -13.3
CCc1ccccc1NC(=O)CN(C)C(=O)CSc1nnc(Nc2cccc(C)c2)s1 | 1.5% | -9.8
O=C(O)c1cnc2[nH]c3ccccc3n2c1=O | -5.3% | nt
CCOC(=O)c1ccccc1NC(=O)CN(c1ccccc1OCC)S(C)(=O)=O | -1.2% | -5.3
COc1cc(C(=O)NNC(=O)C2CC=CCC2C(=O)O)cc(OC)c1OC (stereo not drawn) | 6.8% | -10.9
Cc1oc(-c2nc3ccccc3n2C)cc1C(=O)c1ccccc1 | -3.8% | nt
CCCc1cc(Nc2ccccc2OCC)n2ncnc2n1 | 1.5% | 7.3
COc1cc(NC(=O)c2ccc(OC)c([N+](=O)[O-])c2)ccc1NC(=O)c1cccs1 | 2.1% | -3.4
O=C(CSc1nc2ccccc2o1)Nc1nc(-c2ccccc2)cs1 | 1.8% | -14.7
O=C1C2CCCN2C(c2ccc(Br)cc2)N1c1ccc(F)cc1 (stereo not drawn) | 1.9% | 9.5
O=C(Nc1ccc(N2CCOCC2)cc1)C1CC1 | 2.0% | 52.2
O=c1cc(O)c2sc3nc(-c4ccccc4)cc(C(F)(F)F)c3c2[nH]1 | 1.1% | -3.9
O=C(C(=O)N1CCOCC1)c1c[nH]c2ccccc12 | 2.0% | -10.7
Cc1nc2cc(C(F)(F)F)ccc2n1C1CCN(CC(=O)NC(C)(C)C)CC1 | -5.8% | 0.6
CCOc1ccc(-n2c(=O)c3c(C)c(C)sc3n(CC(=O)NCc3ccco3)c2=O)cc1 | 1.1% | nt

In another format: results already given
| Molecule | M. tuberculosis GlmU | RmlCD inh 1536 |
| --- | --- | --- |
| COc1cc(C(=O)NNC(=O)C2CC=CCC2C(=O)O)cc(OC)c1OC (stereo not drawn) | 6.8% | -10.9 |
| Cc1oc(-c2nc3ccccc3n2C)cc1C(=O)c1ccccc1 | -3.8% | nt |

Carrying on:
SMILES | M. tuberculosis GlmU | RmlCD inh 1536
Cc1cccc(C(=O)NC(=S)NNC(=O)c2cccs2)c1 | 0.8% | 7.0
CC(C)CC(=O)Nc1ccc2nn(-c3ccccc3)nc2c1 | 1.8% | 14.7
Cn1cnnc1SCC(=O)Nc1ccc(OCc2ccccc2)cc1 | 26.4% | -9.4
O=C(CN1C(=O)CSc2ncccc21)NCCN1CCOCC1 | 0.2% | -14.4
Cc1ccc2sc(NC(=O)CN3C(=O)CCC3=O)nc2c1C | -1.8% | -10.1
CC1CCCC(C)N1C(=O)CN1CCN(c2nc(-c3ccc(F)cc3)cs2)CC1 (stereo not drawn) | 0.5% | nt
CC(=O)N1CCCN(Cc2cn(-c3cccc(C)c3)nc2-c2cccc(F)c2)CC1 | 2.2% | nt
O=C(Nc1cnc2ccccc2c1)N1CCOCC1 | 2.7% | 0.5
CC(C)OC(=O)C1C(=O)CC(C)(O)C(C(=O)OC(C)C)C1c1ccc([N+](=O)[O-])cc1 (stereo not drawn) | -4.1% | 18.2
Cn1c(SCC(=O)Nc2ccccc2F)nnc1-c1cc2ccccc2o1 | 2.7% | -6.5
CN(C)c1cc(=O)n2c(n1)SCCC2 | 2.3% | nt
CC(CCc1ccccc1)NC(=O)C1CCN(c2nnc(-n3cccc3)s2)CC1 (stereo not drawn) | 10.2% | -9.7
CCN1CCN(C(c2cc(OC)ccc2OC)c2nnnn2Cc2ccccc2)CC1 (stereo not drawn) | -3.5% | -3.5
COc1ccccc1NC(=O)/C(=N/OCc1ccc(C#N)cc1)C(C)=O | -1.9% | 4.5
N#C/C(=C\c1ccc(O)c(O)c1)C(=O)NCCCc1ccccc1 | -3.0% | nt
CCN(CC)c1ccc(/C=C2\CCC(/C=N/NC(=O)c3ccc(=O)n(C)c3)=C2N2CCOCC2)cc1 | -3.1% | -8.4
CCCOc1ccc(C(=O)NCC2OCCc3ccccc32)cc1OC (stereo not drawn) | -1.1% | 7.1
COc1cccc(C2=NOC(C(=O)Nc3ccc(OC)c(OC)c3)C2)c1 (stereo not drawn) | 2.4% | -7.9
COc1ccc2[nH]c(C)c(CCNC(=S)Nc3ccc(C)cc3)c2c1 | -1.1% | 10.4
COn1c(SCc2cccnc2)nc2ccccc2c1=O | -1.9% | -8.7

One compound at a time (already shown). Order of screens: M. tuberculosis GlmU | RmlCD inh 1536
Cn1c(SCC(=O)Nc2ccccc2F)nnc1-c1cc2ccccc2o1 is listed with 2.7% | -6.5
CC(CCc1ccccc1)NC(=O)C1CCN(c2nnc(-n3cccc3)s2)CC1 (stereo not drawn) is listed with 10.2% | -9.7

Other compounds:
SMILES | M. tuberculosis GlmU | RmlCD inh 1536
Cc1ccsc1/C=N/n1c(-c2cc(-c3ccccc3)n[nH]2)n[nH]c1=S | 3.5% | -4.6
CC(=O)[C@@]1(O)C(C)CC2C3C=C(C)C4=Cc5c(cnn5-c5ccccc5)C[C@]4(C)C3C(O)C[C@@]21C (stereo partly drawn) | -0.9% | 7.6
O=C1CC(c2ccc(F)cc2)Sc2ccccc2N1 (stereo not drawn) | 3.4% | -3.4
Cc1ccccc1NC(=O)COC(=O)CCc1nc2ccccc2c(=O)[nH]1 | 2.3% | -18.5
O=C(CSc1nnc(-c2cccs2)o1)N1CCCCC1 | 1.5% | 5.1
O=C(CCC(=O)NNC(=O)Nc1ccc(Cl)cc1)NCc1ccccc1 | -0.6% | nt
COC(=O)c1ccc(CSc2nnc(NC(=O)c3cc4c(s3)CCCC4)s2)cc1 | -0.5% | nt
O=C(NC(=S)NNC(=O)c1cc2ccccc2cc1O)c1ccco1 | 0.7% | nt
O=c1c(Cl)c(N2CCC3(CC2)OCCO3)cnn1C12CC3CC(CC(C3)C1)C2 | 2.5% | 22.6
COc1cc(C(=O)COC(=O)CNC(=O)C2CCCCC2)cc(OC)c1OC | nt | 47.4
O=C(/C=C/c1ccc(F)cc1)NNC(=O)CCN1CCN(Cc2ccccc2)CC1 | 0.7% | -8.5
CCOC(=O)CCn1nnc(N)n1 | -1.1% | 0.7
O=C(NCc1nc2ccccc2[nH]1)C1CCCCC1 | -2.2% | 4.0
CCOC(=O)C(NC(=O)CC)(N1CCc2ccccc2C1)C(F)(F)F (stereo not drawn) | -5.6% | nt
Nc1cc(C(F)(F)F)ccc1Nc1ccccc1 | -2.1% | 5.1
CCOC(=O)c1sc(NC(=O)C2CC2)nc1C | 0.7% | -7.4
O=C(O)CN1C(=O)/C(=C/C=C/c2ccccc2)SC1=S | 6.8% | -7.3
COc1ccccc1C(=O)Nc1c(C)n(C)n(-c2ccccc2)c1=O | 8.1% | -11.4
COC(=O)C1=C(N)Oc2cc(C)[nH]c(=O)c2C1c1cccnc1 (stereo not drawn) | -1.2% | 5.5
COc1ccc(NC(=O)N2CCN(CCC#N)CC2)cc1 | 3.6% | -7.4
CC(C)(C)n1nnnc1C(c1ccc2ncccc2c1)N1CCSCC1 (stereo not drawn) | nt | -6.7
c1ccc2c(c1)OCCOCCOCCOCCOc1ccccc1OCCOCCOCCO2 | -4.7% | -15.9
O=C(O)C(Oc1ccc2c(-c3ccccc3)cc(=O)oc2c1)c1ccccc1 (stereo not drawn) | 1.1% | 7.2
CNc1cncc(C(=O)O)c1 | -2.5% | -11.7
CC(=C/c1ccccc1)/C=N/n1cnnc1 | -5.1% | 3.1
COCCCn1c(=S)[nH]c2ccc(N3CCOCC3)cc2c1=O | -2.8% | 18.7
CN(C)CCNCCCOc1ccccc1-c1ccccc1 | 0.1% | -9.5
CCOC(=O)c1c[nH]c2c(Cl)ccc(Cl)c2c1=O | -1.1% | 10.7
NS(=O)(=O)c1ccc(NNC(=O)c2ccc(F)cc2F)cc1 | -4.3% | 10.2
CCOc1ccc(-c2cc(C(=O)NN=C3CCN(C)CC3)[nH]n2)cc1 | -6.4% | -4.2
CC(C)c1[nH]nc2c1C(c1cccs1)C(C#N)=C(N)O2 (stereo not drawn) | -0.1% | nt
